ERK EGF inh = inhibitors of EGF-stimulated ERK signaling pathway; AID 1454; Potency, µM (titrated, usually from 11.5 µM), for inactives: at the highest dose activity change, negative = inhibition, most hits filed as inhibitors; HEK293-V1b, EGF-stimulated phospho-ERK AlphaScreen; 0.41% of 130,000 active; active means well fitted inhibition curve with a large enough effect; inconclusive means small, poorly fitted or top-dose-only effect, or effect the other way;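 further: plate controls were stimulated vehicle wells for no effect and unstimulated vehicle basal for full effect; nearly all actives have a fitted effect of over 55% in size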
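Cell line HEK293 (stable V1b), low serum overnight. Pretreatment: compound 30 min, 37C. EGF 25 nM, 5 min. Detection: SureFire AlphaScreen, 5 h RT. AC50 via standard Hill equation.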
* marks the source's active call; other numbers are inactive results; ? = inconclusive; [ ] = dose if it differs, or a comment. Potency means the concentration at half of the fitted maximal effect. An excerpt; rates above refer to the full screens.

ERK EGF inh,SMILES
-1%,CCn1c(SCc2ccc(Cl)c(Cl)c2)nnc1C(C)NC(=O)c1ccc(OC)cc1 (stereo not given)
-5%,CC(=O)c1ccc(NC(=O)Nc2ccc(Br)cc2C)cc1
-9%,CCOC(=O)N1CCN(c2cc(N(C)CCO)c([N+](=O)[O-])c3nonc23)CC1
-2%,Cc1cccc2sc(NC(=O)CCn3cccc3)nc12
-6%,COc1ccc(-c2[nH]ncc2CN2CCN(c3ccccn3)CC2)c(OC)c1
?,COc1cc(/C=C/C(=O)OCC(=O)Nc2c(C)n(C)n(-c3ccccc3)c2=O)ccc1OCC#N
0%,O=C(O)CN1C(=O)C2C3CC(C2C1=O)C1C(c2ccc(F)cc2)c2sc(=O)[nH]c2SC31 (stereo not given)
3%,O=C(N/N=C/C=C\c1ccccc1[N+](=O)[O-])c1cc(-c2ccc3ccccc3c2)n[nH]1
-2%,O=C(N/N=C\c1cccc(Cl)c1)c1ccc(Cn2cc(Br)c([N+](=O)[O-])n2)o1
10%,CCn1cc(C(=O)N2CCc3ccccc32)c(=O)c2cc(S(=O)(=O)N3CC(C)CC(C)C3)ccc21 (stereo not given)
2%,Cc1cc(C(=O)COc2ccc(F)cc2Br)c(C)n1C
-4%,O=C(COC(=O)CCCc1nc2ccccc2s1)Nc1ncc(Cl)cc1Cl
1%[57.5 µM],S=C(NCc1cccnc1)NCc1cccnc1
4%,COc1cc2c(cc1OC)/C(=C/c1ccc(Br)cc1)C(=O)OC2
5%[57.5 µM],O=C(COc1ccccc1)NNc1nc2ccccc2s1
4%[57.5 µM],CN(C)CCCn1c(=O)n(CCc2ccccc2)c(=O)c2c3c(sc21)CCCCC3
2%,COC(=O)c1cc([N+](=O)[O-])ccc1N1CCN(Cc2ccccc2)CC1
-2%,COc1ccc(C(=O)N2CC(=O)Nc3ccccc32)cc1S(=O)(=O)N1CCCC1
-3%,[O-]/C(=C(\C(=S)NCc1ccccc1)[n+]1ccccc1)c1ccc(Cl)cc1
-1%[57.5 µM],Cc1onc(-c2c(Cl)cccc2Cl)c1COC(=O)c1ccc(Cl)cc1
-12%,O=C(c1ccc(Cl)cc1[N+](=O)[O-])N1CCc2ccccc2C1
3%,COC(=O)c1cc2c(ccn2-c2ccc(F)cc2)n1CC(=O)C(C)(C)C
1%[57.5 µM],Cn1nc(C(F)(F)F)c(-c2ccc(Br)cc2)c1NC(=O)Nc1ccc(F)cc1F
4%,O=C(COc1ccc2c(c1)CCC2)N1CCN(c2ccccc2F)CC1
-2%,O=C(NCCNC[C@@H](O)COc1ccc(O)cc1)N1CCOCC1
1%,CCN(C(=O)Cn1c(=O)n(-c2cc(OC)c(OC)c(OC)c2)c(=O)c2ccccc21)c1cccc(C)c1
1%,COc1ccc(S(=O)(=O)NC2(C(F)(F)F)N=C(c3ccccc3)NC2=O)cc1 (stereo not given)
14µM*,Cc1ccc2nc(=O)c(NNc3ccccc3)cnc2c1
4%[57.5 µM],O=C1C(=O)c2ccccc2C(O)=C1c1cccc([N+](=O)[O-])c1
-7%,CCOc1ncccc1C(=O)OCC(=O)c1ccccc1
-3%,CC(C)C[C@@H](CC(=O)N[C@H](CC(=O)N[C@@H]1CCCC[C@H]1C(=O)N[C@H](CC(=O)N[C@@H](CCC(=O)O)CC(=O)O)Cc1ccccc1)C(C)C)NC(=O)[C@@H]1CCCC[C@H]1N
-4%,O=C(Nc1ccc(Oc2ccc3c(c2)C(=O)N(c2ccc(O)cc2)C3=O)cc1)c1cccs1
1%[57.5 µM],C/C=C/C(=O)Nc1cccc(C2=NOC3(C2)C[C@@H](C(N)=O)N(C(=O)c2cc([N+](=O)[O-])cc([N+](=O)[O-])c2C)C3)c1 (stereo not given in full)
12%[57.5 µM],COC(=O)[C@H](CC(C)C)NC(=O)N1CCC(C)CC1
?,CCCCOc1ccc(-c2csc(N)n2)cc1[N+](=O)[O-]
6%,Cc1nonc1CN(C)C(=O)CC1C(=O)NCCN1Cc1ccccc1C(F)(F)F (stereo not given)
-17%,CN(CCc1ccccn1)C(=O)CCC1CCCN(Cc2ccccc2OC(F)F)C1 (stereo not given)
-13%,CCc1ccc(NC(=O)CSCc2ccc(C(=O)O)cc2)cc1
-3%,C/C(=N/NC(=O)CCc1ccccc1)c1ccco1
-6%,O=C(c1ccccc1)N1CCN(Cc2ccccc2C(F)(F)F)CC1

Looked up one by one from the list above:
ERK EGF inh,SMILES
1%,COc1ccc(S(=O)(=O)NC2(C(F)(F)F)N=C(c3ccccc3)NC2=O)cc1 (stereo not given)
-3%,CC(C)C[C@@H](CC(=O)N[C@H](CC(=O)N[C@@H]1CCCC[C@H]1C(=O)N[C@H](CC(=O)N[C@@H](CCC(=O)O)CC(=O)O)Cc1ccccc1)C(C)C)NC(=O)[C@@H]1CCCC[C@H]1N

Sorted by value in ERK EGF inh (smallest number first): 3 of the compounds above
ERK EGF inh,SMILES
-13%,CCc1ccc(NC(=O)CSCc2ccc(C(=O)O)cc2)cc1
-9%,CCOC(=O)N1CCN(c2cc(N(C)CCO)c([N+](=O)[O-])c3nonc23)CC1
4%,O=C(COc1ccc2c(c1)CCC2)N1CCN(c2ccccc2F)CC1

The listing continues.
ERK EGF inh,SMILES
1%[57.5 µM],O=C(O)CC12CC3CC(C1)CC(n1ncc(NCC4CCCO4)c(Cl)c1=O)(C3)C2 (stereo not given)
?,COCCCN1C(=O)C(=O)/C(=C(/O)c2ccc3c(c2)CC(C)O3)C1c1cccnc1 (stereo not given)
6%,O=C(NC(=S)Nc1ccccc1N1CCOCC1)c1ccc([N+](=O)[O-])cc1
-2%,CCOC(=O)c1ccc(S(=O)(=O)Nc2nc3cc(S(=O)(=O)NC4=NCCCCC4)ccc3s2)cc1
-9%,O=C(NCCc1ccc(Cl)cc1)C1CCC(CNc2c(N3CCCCC3)c(=O)c2=O)CC1 (stereo not given)
-2%,CCc1ccc2[nH]c3nc(SCc4nnc(-c5ccc(C)cc5)o4)nnc3c2c1
5%,CN(NS(=O)(=O)c1ccc(Cl)cc1)c1ncc(C(F)(F)F)cc1Cl
9%[57.5 µM],Cc1ccc(NC(=O)Cn2sc3nc(C)cc(C)c3c2=O)c(Cl)c1
6%,CCOC(=O)C(=NCCCN(C)C)NNc1cc(C(F)(F)F)ccc1Cl
?,CCS(=O)(=O)N1Cc2ccccc2CC1C(=O)Nc1nnc(C2CC2)s1 (stereo not given)
-3%,Nc1nc(-c2ccc3c(c2)CCC(=O)N3)cs1
-5%,O=C(/C=C/c1ccccc1)NC(=S)NNC(=O)Cc1cccs1
-3%[57.5 µM],CCOC(=O)c1nc(C)sc1-c1ccnn1S(=O)(=O)c1ccc(Cl)cc1Cl
-7%,O=C(/C=C/c1cccc([N+](=O)[O-])c1)NCc1ccccc1
-4%,Cc1ccc(-c2nnc(Nc3ccc4c(c3)OCO4)c3ccccc23)cc1S(=O)(=O)NC(C)C
-1%,COc1ccc(Nc2nc(NCc3ccco3)nc(N/N=C/c3ccc(O)cc3)n2)cc1
-2%,CCc1nn2c(N(C)CCO)cc(C)nc2c1-c1ccc(F)cc1
2%,CCN(CC)S(=O)(=O)c1ccc2c(c1)nc(CCC(=O)OCC(=O)Nc1cc(OC)cc(OC)c1)n2C
-2%,C/C(N)=C(/C#N)C(=O)CSc1nc2cc(Cl)ccc2c(=O)n1Cc1ccco1
15%[57.5 µM],COc1ccc(/C=N/NC(=O)c2ccc3nc[nH]c3c2)cc1OC

Structures above shown as hits in ERK EGF inh:
ERK EGF inh,SMILES
14µM*,Cc1ccc2nc(=O)c(NNc3ccccc3)cnc2c1

Other results
ERK EGF inh,SMILES
-4%,COc1ccc(Nc2ccccc2N)cc1
-5%,Cc1ccc(O)c(-c2cc(C(=O)Nc3c(C)n(C)n(-c4ccccc4)c3=O)[nH]n2)c1
2%,CC1(c2ccccc2Cl)NC(=O)N(CC(=O)NCc2ccco2)C1=O (stereo not given)
2%,CN(C)S(=O)(=O)N(CC(=O)Nc1ccccc1F)c1ccccc1
-13%[57.5 µM],Cc1ccc(-n2cccc2C(=O)NS(=O)(=O)c2ccc(C)cc2)cc1
7%,COc1ccc(O[C@@H]2O[C@H](COC(C)=O)[C@@H](OC(C)=O)[C@H](OC(C)=O)[C@H]2NC(C)=O)cc1
?,Cc1nc(S(=O)(=O)Cc2ccc(Cl)cc2)nc2c1CCC2
?,Cc1cc2nc(-c3ccc4c(c3)CCC4)ccn2n1
5%[57.5 µM],Nc1nc(Nc2ccccc2F)nc(NCc2ccco2)c1[N+](=O)[O-]
17%,CCOC(=O)C1(CCCc2ccccc2)CCN(C(=O)CCC2=NNC(=O)CC2)CC1
9%,OCC1OC(n2cnc3c(NCc4ccco4)ncnc32)C(O)C1O (stereo not given)
3%[57.5 µM],Cn1c(C(=O)O)ccc1S(=O)(=O)N(Cc1ccccc1)Cc1ccccc1
-2%,COCCSc1ccccc1C(=O)N1CCN(c2ccccc2)CC1
-15%,Cc1cccc(OCCSc2nc3ncnc(N)c3[nH]2)c1
-16%[57.5 µM],COC(=O)C1=COC(OC2OC(CO)C(O)C(O)C2O)C2C1C=CC2(O)CO (stereo not given)
5%,O=C(c1cc2c(s1)-c1ccccc1OC2)N1CCc2ccccc2C1
-9%,CC(C)Cn1nnnc1S(=O)(=O)Cc1ccccc1
3%,O=C(NC(Cc1c[nH]c2ccccc12)C(=O)N/N=C/c1ccc(Br)cc1)c1cccs1 (stereo not given)
6%,Cc1nn(-c2ccc(F)cc2)c(Cl)c1/C=N/NC(=O)c1ccc(O)cc1
2%,COc1ccc(S(=O)(=O)NCC2CCCN(Cc3ccc(C)o3)C2)cc1 (stereo not given)
11%,Cc1nc([N+](=O)[O-])c(Sc2nc3ccccc3n2C)n1Cc1ccccc1
0%,CCOc1ccc(N2C(=O)C3C(c4ccc(O)cc4)NC(CCSC)(C(=O)OC)C3C2=O)cc1 (stereo not given)
-12%,O=C(C1CCCO1)N1N=C(c2ccc(Br)cc2)CC1c1ccco1 (stereo not given)
-7%,CC(=O)Nc1ccccc1C(=O)C(=O)Nc1ccc(Cl)cc1
-4%,N/C(=N\OC(=O)Oc1ccccc1)c1ccc([N+](=O)[O-])cc1
-4%,COc1ccc(-n2cccc2/C=C2/NC(=O)N(c3cccc(Cl)c3)C2=O)cc1
1%,O=C1CSC(c2ccccc2[N+](=O)[O-])N1c1ccccc1 (stereo not given)
0%,S=C(Nc1ccc(Oc2ccccc2)cc1)N(CCCN1CCOCC1)Cc1ccccn1
5%,CCC(c1nnnn1CCOC)N1CCN(c2nc3ccccc3s2)CC1 (stereo not given)
7%,CCN(CC(=O)NCc1ccc(Cl)cc1)C(=O)/C=C/c1ccco1
?,CN1CC(=O)N2[C@H](c3ccc4c(c3)OCO4)c3[nH]c4ccccc4c3C[C@@H]2C1=O
-6%,CCc1ccccc1S(=O)(=O)Cc1ccc(C(=O)NCc2cccs2)o1
2%,COc1ccc(CNC(=S)N/N=C/c2ccc(O)c(OC)c2)cc1
-3%,Cc1ccc(NCC(=O)N/N=C\c2cccc(O)c2)cc1
0%,Cc1cc(C(C)(C)C)oc1C(=O)OCC(=O)NC1CCCCC1
6%,C/C(CC(=O)Nc1ccc(Cl)cc1Cl)=N\NC(=O)c1ccco1
8%,O=C(Nc1ccc(-c2nnn(CC(=O)N3CCN(C(=O)c4ccco4)CC3)n2)cc1)c1ccc(F)cc1
3%,CC(=O)Nc1ccc(NC(=O)c2ccc(Cn3cc(Cl)cn3)cc2)cc1
11%[57.5 µM],Cc1ccc(C2=NN(C(=O)CCC(=O)O)C(c3cccs3)C2)cc1 (stereo not given)
-27%,Cc1ccccc1NC(=O)COc1ccc(Br)cc1C
?,Brc1c(-c2ccccc2)nc2n1Cc1ccccc1-2
-10%,CC1CC(C)CN(CC(=O)NCCc2ccc(S(N)(=O)=O)cc2)C1 (stereo not given)
-6%,CCCCC(O)(CCCC)C(=O)NN(C(=O)CCl)c1ccccc1
-8%,CC(=O)N/N=C(\C)CC(=O)Nc1ccc2c(c1)OCCO2
3%,COc1ccc(CNCC(=O)Nc2cccc(S(N)(=O)=O)c2)cc1
-7%[57.5 µM],CC(=O)C1=C(O)C(=O)N(CCCN2CCOCC2)C1c1ccccc1[N+](=O)[O-] (stereo not given)
0%,COc1ccc(-c2[nH]c(-c3ccc(Cl)cc3)nc2SCC(=O)Nc2nccs2)cc1
-8%,COc1ccccc1NC(=O)Cn1nnc(C(=O)NCCc2ccccc2)c1N
2%,Cc1cccc(Cc2nnc(CCC(=O)NCc3ccncc3C)o2)c1
7%[57.5 µM],Cc1cc(Oc2ccc([N+](=O)[O-])cc2)nc(N2CCOCC2)n1
-6%,CNC(=S)N/N=C/c1ccc(OCc2ccccc2)c(Br)c1
18%[57.5 µM],CCC(C)Nc1nc(C)nc2c1oc1ccccc12 (stereo not given)
4%,COCCn1c(SCc2cc(=O)n3ccsc3n2)nnc1-c1ccncc1
-6%,Cc1cc(C(=O)NCc2cc(C(=O)O)co2)co1

3 entries from above, field by field:
> CC(=O)C1=C(O)C(=O)N(CCCN2CCOCC2)C1c1ccccc1[N+](=O)[O-] (stereo not given)
  ERK EGF inh: -7%[57.5 µM]
> COc1ccc(-c2[nH]c(-c3ccc(Cl)cc3)nc2SCC(=O)Nc2nccs2)cc1
  ERK EGF inh: 0%
> COc1ccccc1NC(=O)Cn1nnc(C(=O)NCCc2ccccc2)c1N
  ERK EGF inh: -8%

Screening data from PubChem BioAssay.
